H9c2 TAG inh: inhibitors of triacylglycerol accumulation. AID 651582. H9c2 cells, Nile Red lipid (TAG) fluorescence; cells loaded with 200 µM oleic acid. inhibition, % at 12.5 µM. 0.66% of 230,000 active;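 active = pattern-corrected inhibition of lipid staining of at least 50% with the nuclear-stain viability signal not falling by more than 50%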;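 also: 0% = DMSO wells and 100% = triacsin C control wells; some results filed as inactive read as strong as hits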
H9c2 TAG inh DAPI viability: further read-out of H9c2 TAG inh, marked with its call; DAPI nuclei signal change (viability), lower = more cytotoxic, %;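 whole-well DAPI fluorescence read on a plate reader as a viability signal; minus 50 percent equals half of cells still viable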
* hit, by the source's call.

structure | H9c2 TAG inh DAPI viability | H9c2 TAG inh
CCOC(=O)C1(Cc2ccccc2)CCCCCC1=O (stereo not given) | 3 | -6
O=C(Nc1ccc2c(c1)CCO2)Nc1nnc([C@H]2C[C@H](O)[C@@H](CO)O2)s1 | 1 | 1
CCCCCCCC(=O)NC1=NC(=O)C(C)(C)S1 | -2 | 2
CC1CC(N(C(=O)c2ccco2)c2ccccc2)c2ccccc2N1C(=O)c1ccco1 (stereo not given) | 7 | -20
CCCCN(Cc1ccc(C(=O)N[C@H](C(=O)O)C(C)C)cc1)C(=O)C(c1ccccc1)c1ccccc1 | 4 | 1
CCC(=O)N1CCc2cc(Br)cc(S(=O)(=O)CCC(=O)NCC3CCCO3)c21 (stereo not given) | 6 | -21
Cc1noc(NS(=O)(=O)c2ccc(NC(=O)C(F)(F)F)cc2)c1C | -3 | 16
COc1cc(NC(=O)COC(=O)c2n[nH]c3ccccc23)c(C)cc1[N+](=O)[O-] | 4 | 11
COCc1[nH]c(=S)[nH]c(=O)c1C | 4 | -1
Cc1ccccc1NS(=O)(=O)c1ccc(C(=O)NNC(=O)c2ccccc2O)cc1 | -16 | 7
Cc1ccc(N2C(N)=C(C#N)C(c3ccsc3)C3=C2CC(C)(C)CC3=O)cc1 (stereo not given) | 0 | -29
COCCNc1ccc(N2C(=O)C3CCCCC3C2=O)cc1[N+](=O)[O-] (stereo not given) | -3 | 6

structure | H9c2 TAG inh DAPI viability | H9c2 TAG inh
COC(=O)N/N=C\c1ccccc1OC/C=C/c1ccccc1 | -6 | -13
CC(C)(C)C(=O)Nc1cc(NC(=O)C(C)(C)C)cc(C(=O)Nc2c[nH]c(=O)[nH]c2=O)c1 | 11 | -3
O=S(=O)(NCc1cn2ccccc2n1)c1cc(F)ccc1F | -7 | -11
Cc1ccc(C(=O)O)cc1NC(=S)NC(=O)Cc1ccccc1 | 4 | -4
COCCCn1c(C(=O)N2CC(C)OC(C)C2)cc2c(=O)n3ccccc3nc21 (stereo not given) | 38 | 1
CCOC(=O)C(Cc1c(F)cccc1Cl)c1ccnc2nc(N)nn12 (stereo not given) | -14 | 8
O=[N+]([O-])c1cc(Br)ccc1NS(=O)(=O)c1ccccc1 | 8 | 8
Cc1oc2ccc(OCc3ccc(F)cc3Cl)cc2c1C(=O)O | -4 | 5
COc1ccc(C2C(C(=O)NCc3ccco3)CCC(=O)N2c2ccc(OC)cc2)cc1 (stereo not given) | -5 | -7
CCn1c(-c2cc(-c3ccc(C)cc3)nc3ccccc23)n[nH]c1=S | 3 | -4
CCOC(=O)c1ccc(NS(=O)(=O)c2cc(-c3nnnn3CC)ccc2OC)cc1 | -2 | 3
CCCC1Cc2c(sc3ncnc(N)c23)CO1 (stereo not given) | -6 | -14

Molecules shown so far that contain bromine, in the order listed:
structure | H9c2 TAG inh DAPI viability | H9c2 TAG inh
CCC(=O)N1CCc2cc(Br)cc(S(=O)(=O)CCC(=O)NCC3CCCO3)c21 (stereo not given) | 6 | -21
O=[N+]([O-])c1cc(Br)ccc1NS(=O)(=O)c1ccccc1 | 8 | 8

The list continues.
structure | H9c2 TAG inh DAPI viability | H9c2 TAG inh
Cc1ccccc1N=C1c2ccccc2C(=O)C1[N+](=O)[O-] (stereo not given) | 0 | -3
COc1cc(N=Cc2c(CO)cnc(C)c2O)cc(OC)c1OC | 5 | -4
C[C@@H]1CN([C@H](C)CO)C(=O)CCCn2cc(nn2)CO[C@H]1CN(C)C(=O)Nc1cccc(C(F)(F)F)c1 | 3 | -1
O=C(Cc1ccc(S(=O)(=O)N2CCOCC2)s1)Oc1ccc(F)cc1 | -17 | -13
CC(C)c1ccc(NC(=O)C(c2ccccc2)N2CCC3(CC2)OCCO3)cc1 (stereo not given) | 19 | -21
CCOc1ccc(CCNC(=O)COC(=O)c2cccs2)cc1OCC | 1 | 6
CCOC(=O)C1CCN(C(=O)c2cc(S(=O)(=O)N3CCCCCC3)ccc2OC)CC1 | 1 | -7
Cc1ccc(NC(=O)N/C=C/c2ccccc2)cc1 | -4 | 5
CN(C)c1ccc(CNC(=O)c2cc(S(=O)(=O)N3CCOCC3)cn2C)cc1 | 0 | 6
Cc1ccc(N(Cc2ccccc2)C(=O)c2cc(S(=O)(=O)N3CCOCC3)ccc2F)cc1 | -6 | -20
COc1ccc2sc(-c3ccccc3OC)c(C#CCCO)c2c1 | 3 | -9
COc1ccc(OCC(=O)N/N=C/C=C/c2ccccc2)cc1 | 13 | -14

A draw from above in order of length of the SMILES, lowest first:
structure | H9c2 TAG inh DAPI viability | H9c2 TAG inh
CN(C)c1ccc(CNC(=O)c2cc(S(=O)(=O)N3CCOCC3)cn2C)cc1 | 0 | 6
Cc1ccccc1NS(=O)(=O)c1ccc(C(=O)NNC(=O)c2ccccc2O)cc1 | -16 | 7
COc1cc(NC(=O)COC(=O)c2n[nH]c3ccccc23)c(C)cc1[N+](=O)[O-] | 4 | 11

The listing continues.
structure | H9c2 TAG inh DAPI viability | H9c2 TAG inh
COc1ccc(N2C(=O)CC(Nc3ccc(C(=O)O)cc3)C2=O)cc1OC (stereo not given) | 13 | -12
COc1ccc(NC(=O)c2ccccc2NC(=O)COc2ccccc2)cc1 | 1 | 10
O=C(NCCc1ccc(F)cc1)c1ccc2c(=O)n3c(nc2c1)CCC3 | -6 | 15
O=C(CNc1ccc(F)cc1)N/N=C1\CCc2ccccc21 | 6 | -1
COCC(C)n1c(C)cc(C(=O)CSc2nnc(Nc3ccccc3F)s2)c1C (stereo not given) | 2 | 19
Nc1nnc(SCC(=O)c2cccc([N+](=O)[O-])c2)s1 | -2 | -7
Cc1cc(SCC(=O)NCCCN2CCCC2=O)nc2ccccc12 | 2 | 0
C=CCN(c1ccccc1)S(=O)(=O)c1cccc(C(=O)O)c1 | -4 | -1
O=C(C1CCC1)N1CCN(c2ccnc3cc(Cl)ccc23)CC1 | 1 | 5
O=CN1CCN(C(=O)Cc2ccc(Cl)cc2)CC1 | 2 | -3
COc1ccc(N2CCN(C(=O)CCN3C(=S)NC(C)(C)CC3C)CC2)cc1 (stereo not given) | -7 | 6
Cc1ccc(C)c(S(=O)(=O)N2CCN(C(=O)c3cccn3C)CC2)c1 | -4 | -5

structure | H9c2 TAG inh DAPI viability | H9c2 TAG inh
Cc1ccc(CN(C(=O)c2sc3ccccc3c2Cl)C2CCS(=O)(=O)C2)cc1 (stereo not given) | 8 | 28
CC1(C)CC(=O)C2=C(C1)NC(SCC(=O)Nc1ccccc1)=C(C#N)C2c1ccco1 (stereo not given) | -7 | 21
CC(OC(=O)Cc1cccc(C(F)(F)F)c1)C(=O)Nc1ccc(Cl)cn1 (stereo not given) | -7 | 21
O=C1CC(N2CCN(c3ccccn3)CC2)C(=O)N1c1ccc(Cl)cc1 (stereo not given) | -4 | -3
COc1cc(CN(C(=S)NCC(=O)O)C2CCCC2)cc(OC)c1OC | 1 | 2
COc1ccccc1CNC(=O)COC(=O)c1ccc(C(=O)c2ccccc2)cc1 | 6 | -9
CCN(CC(=O)NC1CCS(=O)(=O)C1)C(=O)c1cc(OC)c(OC)c(OC)c1 (stereo not given) | -4 | -10
O=C(CC1C(=O)NCCN1CC1CCCCC1)NCc1cccc(F)c1F (stereo not given) | -3 | 13
O=C(CCCCn1c(=O)c2ccccc2n(Cc2ccccc2F)c1=O)NC1CCN(Cc2ccccc2)CC1 | 0 | 4
Cc1ccc(NC(=O)c2ccc(CSc3ccccn3)cc2)cc1 | -10 | 24
COc1ccc(-c2nc(-c3cccnc3)no2)cc1 | -5 | -12
Cc1cc(N=Nc2ccccc2C(=O)O)c(C)c(C)c1O | -11 | 2

structure | H9c2 TAG inh DAPI viability | H9c2 TAG inh
O=C(O)c1cn(Cc2ccccc2)nc1-c1cccnc1 | 16 | -12
CCOC(=O)CSCc1nc(-c2ccc(Cl)cc2)oc1C | 5 | 1
CC(C)(Oc1ccc(CCNC(=O)c2ccc(Cl)cc2)cc1)C(=O)O | -5 | -6
CC(C)(C)OC(=O)N1CCC(C(=O)Nc2cccc(C(=O)N3CCCC3)c2)CC1 | 6 | -17
Cc1ccc(C2NC(=O)c3ccccc3N2)c(C)c1 (stereo not given) | -13 | 34
C#CCNC(=O)C1=C[C@@H](c2csc3ccccc23)[C@H](CCCO)[C@@H](OCC)O1 | -6 | -1
C[C@H](CO)N1C[C@H](C)[C@@H](CN(C)S(=O)(=O)c2ccc(F)cc2)Oc2ccc(NC(=O)Nc3ccc(C(F)(F)F)cc3)cc2C1=O | -1 | 36
COc1cc(OC)c2ccc(=O)oc2c1C(CC(=O)N1CCCC(C)C1)c1ccc2c(c1)OCO2 (stereo not given) | 2 | 3
Cc1ccc(NC(=O)C2CCCN2C(=O)NC2CCCCC2)cc1 (stereo not given) | 1 | -26
CC(OC(=O)CC1CC2CCC1C2)C(=O)Nc1ccc(C(N)=O)cc1 (stereo not given) | -1 | 3
Cc1occc1-c1nnc(SC(C)C(=O)Nc2ccccc2F)o1 (stereo not given) | 1 | 8
CCCC(=O)Nc1cc(-c2nnc(OC)c3ccccc23)ccc1N1CCOCC1 | 1 | -3

Compound profiles, as listed above. Screens in order: H9c2 TAG inh DAPI viability	H9c2 TAG inh
CC(C)(C)OC(=O)N1CCC(C(=O)Nc2cccc(C(=O)N3CCCC3)c2)CC1 is entered as 6	-17
O=C(C1CCC1)N1CCN(c2ccnc3cc(Cl)ccc23)CC1 is entered as 1	5
COc1cc(OC)c2ccc(=O)oc2c1C(CC(=O)N1CCCC(C)C1)c1ccc2c(c1)OCO2 (stereo not given) is entered as 2	3
CC1(C)CC(=O)C2=C(C1)NC(SCC(=O)Nc1ccccc1)=C(C#N)C2c1ccco1 (stereo not given) is entered as -7	21
CC(OC(=O)Cc1cccc(C(F)(F)F)c1)C(=O)Nc1ccc(Cl)cn1 (stereo not given) is entered as -7	21

Other results.
structure | H9c2 TAG inh DAPI viability | H9c2 TAG inh
CCCC1(c2ccccc2)NC(=O)N(CC(=O)Nc2ccc3c(c2)OCCO3)C1=O (stereo not given) | 2 | 11
Cc1onc(-c2ccccc2Cl)c1NC(=O)NCc1cccs1 | 2 | -8
CCC1(C)Cc2[nH]c(=O)c(C#N)cc2CO1 (stereo not given) | -7 | 9
Cc1ccc(CN2CCNC(=O)C2CC(=O)N(Cc2c(C)nn(C)c2C)C2CC2)o1 (stereo not given) | 9 | -6
NS(=O)(=O)c1ccc(CCNC(=O)COC(=O)/C=C/c2ccccc2Cl)cc1 | -7 | -1
CCN1C(=O)[C@H]2[C@@H](c3ccc(C)cc3)N[C@]3(CCCN(Cc4ccc(Cl)cc4)C3=O)[C@H]2C1=O | 2 | 5
COc1cc(OC)c(C2CC(=O)N3CN(C)CSC3=C2C#N)cc1OC (stereo not given) | -7 | 5
O=C(Nc1ccc(S(=O)(=O)N2CCCCCC2)cc1)c1ccco1 | -7 | 24
COc1ccccc1C(=O)NC(=O)COC(=O)c1ccc(NC(=O)CC#N)cc1 | -5 | 16
CNC(=S)Nc1ccc(N2CCCC2)c(S(=O)(=O)Nc2ccc(OC)cc2)c1 | 4 | -13
O=C1CCCN1CCCNS(=O)(=O)c1cccs1 | -4 | 6
Cc1ccc2c(COC(=O)CNS(=O)(=O)c3ccccc3)cc(=O)oc2c1 | 1 | 5

structure | H9c2 TAG inh DAPI viability | H9c2 TAG inh
S=c1[nH]nc(-c2ccccn2)n1/N=C/c1c(Cl)cccc1Cl | 5 | -2
Nc1nnn(CC(=O)N/N=C/c2ccc(Cl)cc2Cl)n1 | -9 | 3
N#C/C(=C\c1ccc(OCC(N)=O)cc1)c1ccccc1 | -1 | -12
Cc1cc(C)c(C)c(S(=O)(=O)NC(C(=O)NCCc2ccco2)C(C)C)c1C (stereo not given) | 0 | 1
Cc1ccc(NC(=O)CN2C(=O)NC(Cc3c[nH]c4ccccc34)C2=O)cc1 (stereo not given) | -5 | 0
O=C(COC(=O)CCOc1ccccc1)Nc1ncc(Cl)cc1Cl | 10 | -2
O=C(N/N=C/c1cnc(N2CCOCC2)s1)c1ccccc1 | -22 | 23
COC(=O)CS(=O)(=O)c1ccsc1C(=O)Nc1ccc(F)cc1 | -8 | 6
CCOC(=O)CC(=O)Nc1nnc(CC(C)C)s1 | -16 | 10
O=C(NC1=NCCS1)c1nc(-c2ccccc2)n(-c2ccccc2)n1 | 3 | -3
O=C1C(=O)N(Cc2ccco2)C(c2cccs2)/C1=C(\O)c1cccc([N+](=O)[O-])c1 (stereo not given) | -2 | 8
COc1ccccc1OCCC(=O)OCC(=O)Nc1cc(S(=O)(=O)N(C)C)ccc1Cl | -2 | 0

structure | H9c2 TAG inh DAPI viability | H9c2 TAG inh
COc1ccc(F)cc1-c1cc(C(=O)Nc2cccnc2)[nH]n1 | 23 | -10
Cc1ccc(C)c(NC(=S)N/N=C2\CCc3ccccc32)c1 | -2 | 13
Cc1c(N=C2Nc3cccc4cccc2c34)c(=O)n(-c2ccccc2)n1C | -6 | 9
CC(NCC(=O)Nc1ccccc1C(=O)NC1CC1)c1ccc(S(C)(=O)=O)cc1 (stereo not given) | 2 | 4
Cc1noc(C)c1-c1nc(CS(=O)(=O)c2ccccc2)no1 | 3 | -12
COC(=O)C[C@H]1c2cc(C(F)(F)F)ccc2S(=O)(=O)N1c1ccc(N(C)C)cc1 | 4 | -27
COc1ccc(SCCN2CC[C@@H](C)CCC2=O)cc1 | 2 | 2

From PubChem

This is a subset; count on the stated rates, not on these rows.
